From PubChem BioAssay
PAD4 FP inh: human PAD4 inhibitors, primary screen, biochemical, fluorescence polarization, 1536-well format. inhibition, % at 6.36 µM. actives 0.41% (n = 330,000). Protein-arginine deiminase type-4 (Homo sapiens), Q9UM07. recombinant PAD4, RCA probe fluorescence polarization;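 active means percent inhibition above a cutoff equal to the mean of all tested compounds plus 3 SD, cut at about 15% in these data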;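 further: 0% = PAD4 with RCA probe and DMSO and 100% = probe without PAD4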
MCL1 BIM primary: inhibitors of MCL1 binding to BIM-BH3, primary screen, biochemical, fluorescence polarization; actives 0.68% (n = 320,000); inhibition, % at 10.9 µM; Induced myeloid leukemia cell differentiation protein Mcl-1 (Homo sapiens), Q07820; GST-MCL1 / FITC-Bim-BH3 fluorescence polarization; AID 2057, 2009;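 active means inhibition above the mean inhibition of all tested compounds plus 3 SD, set per campaign, cut at about 40% in these data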;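 further: 0% = DMSO wells and 100% = unlabeled Bim-BH3 peptide control; higher means more loss of mP so more displacement of Bim peptide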
Target sequence (Q07820 whole entry, looked up): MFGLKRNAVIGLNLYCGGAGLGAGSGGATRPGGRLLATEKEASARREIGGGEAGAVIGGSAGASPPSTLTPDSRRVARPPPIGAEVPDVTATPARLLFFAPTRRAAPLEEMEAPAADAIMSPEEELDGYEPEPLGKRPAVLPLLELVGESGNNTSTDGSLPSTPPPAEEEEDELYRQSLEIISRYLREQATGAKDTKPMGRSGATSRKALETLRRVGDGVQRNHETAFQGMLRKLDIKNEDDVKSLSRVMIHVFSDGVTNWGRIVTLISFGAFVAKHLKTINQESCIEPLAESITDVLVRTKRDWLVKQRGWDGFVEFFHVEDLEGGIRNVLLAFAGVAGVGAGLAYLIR
TPT1 inhibitor: Candida albicans TPT1 enzyme inhibitors, primary screen, biochemical, fluorescence polarization. recombinant caTPT1, FP RNA substrate dephosphorylation. inhibition, % at 5 µM. actives 0.81% (n = 300,000);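 active means inhibition above the mean of all tested compounds plus 3 SD, set per screening campaign, cut at about 24% in these data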;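 further: plate controls were DMSO alone for no effect and ferristatin control at 100 nM for full effect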
GSTO1 counter: inhibitors of recombinant GSTO1, primary screen, counter-screen for RBBP9 inhibitor project, biochemical, fluorescence polarization. activity-based probe fluorescence polarization. inhibition, % at 5.96 µM. actives 1.1% (n = 300,000);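 active means inhibition above the campaign mean inhibition plus 3 SD, cut at about 35% in these data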;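 further: 0% = GSTO1-1 with DMSO and 100% = wells lacking GSTO1-1 enzyme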
PME-1 primary: PME-1 inhibitors via competitive probe labeling, primary screen, biochemical, fluorescence polarization, FP-Rh probe, HTS; Protein phosphatase methylesterase 1 (Homo sapiens), Q9Y570; recombinant PME-1; inhibition, % at 5.9 µM; actives 0.53% (n = 320,000); AID 2130, 2009;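 active means inhibition above the campaign mean of all compounds plus 3 SD, cut at about 26% in these data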;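 further: competitive labeling of PME-1 active site by serine hydrolase directed probe; 0% = PME-1 with DMSO and 100% = wells lacking PME-1 enzyme; inhibitors block probe labeling so polarization falls and inhibition rises; many of its hits are not listed in these tables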
MEX-5 binding: MEX-5 zinc finger RNA-binding disruptors – biochemical, C. elegans, fluorescence polarization, MLPCN library, primary screen; MEX-5/FITC-TCR2 RNA binding; stronger effect = lower value; activity score (negative = inhibition of binding), % at 10 µM; actives 0.38% (n = 300,000); AID 1832, 2009;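 active means inhibition past about -25% in most replicates, and total fluorescence under double the plate's negative control median, limit read from the data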;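 further: 0% = DMSO and -100% = 5 µM competing unlabeled TCR2 RNA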
Target sequence (Q9XUB2 whole entry, looked up): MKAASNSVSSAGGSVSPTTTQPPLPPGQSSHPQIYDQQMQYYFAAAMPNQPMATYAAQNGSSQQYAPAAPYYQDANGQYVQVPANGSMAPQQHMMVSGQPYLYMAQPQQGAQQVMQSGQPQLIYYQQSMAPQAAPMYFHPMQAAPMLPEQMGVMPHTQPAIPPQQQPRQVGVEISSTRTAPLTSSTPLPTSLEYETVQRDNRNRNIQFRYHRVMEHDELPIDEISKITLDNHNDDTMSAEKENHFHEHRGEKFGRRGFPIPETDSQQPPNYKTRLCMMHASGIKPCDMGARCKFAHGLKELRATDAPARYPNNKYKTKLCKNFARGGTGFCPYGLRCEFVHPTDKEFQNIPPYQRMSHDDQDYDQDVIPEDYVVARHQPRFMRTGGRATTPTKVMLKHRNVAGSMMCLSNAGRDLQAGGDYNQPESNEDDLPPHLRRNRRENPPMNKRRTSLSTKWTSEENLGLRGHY
GLD-1 TGE inh: GLD-1/TGE RNA complex disruptors, primary screen, biochemical, fluorescence polarization. inhibition, % at 5.96 µM. actives 0.44% (n = 320,000). Female germline-specific tumor suppressor gld-1 (Caenorhabditis elegans), Q17339. purified GLD-1 + fluorescein TGE RNA;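 active means percent inhibition above a per-plate cutoff, the plate mean of test compounds plus 3 SD, cut at about 30% in these data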;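 further: 0% = DMSO wells with GLD-1 and probe and 100% = wells lacking GLD-1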
Fam108B counter: mouse Fam108B serine hydrolase inhibitors, primary screen, counter-screen for RBBP9 inhibitor project, biochemical, fluorescence polarization; actives 0.33% (n = 300,000); inhibition, % at 9.51 µM; recombinant Fam108B, FP-Rh probe fluorescence polarization;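 active means inhibition above the screen mean inhibition plus 3 SD, computed separately per campaign, cut at about 18% in these data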;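 further: inhibitors lower polarization as less probe binds the enzyme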
BCLXL inh: inhibitors of human Bcl-xL, primary screen, biochemical, fluorescence polarization, HTS | GST-Bcl-xL / FITC-Bim BH3 peptide fluorescence polarization | Bcl-2-like protein 1 (Homo sapiens), Q07817 | inhibition, % at 10.9 µM | actives 0.7% (n = 320,000) | AID 2129, 2009;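 active means inhibition above the mean of all tested compounds plus 3 SD, cutoff set per campaign, cut at about 30% in these data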;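 further: 0% = DMSO wells and 100% = unlabeled Bim-BH3 peptide competitor; inhibitors lower millipolarization by displacing the labeled peptide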
Target sequence (Q07817 whole entry, looked up): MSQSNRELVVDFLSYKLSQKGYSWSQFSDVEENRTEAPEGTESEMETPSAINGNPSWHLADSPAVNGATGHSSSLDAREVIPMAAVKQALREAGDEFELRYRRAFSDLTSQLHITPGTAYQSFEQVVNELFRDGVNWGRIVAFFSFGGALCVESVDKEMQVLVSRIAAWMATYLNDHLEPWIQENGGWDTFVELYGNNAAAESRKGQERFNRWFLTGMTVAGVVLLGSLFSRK
* = called active by the depositor; · = not tested or not shown. An excerpt; rates above refer to the full screens.

SMILES	PAD4 FP inh	MCL1 BIM primary	TPT1 inhibitor	GSTO1 counter	PME-1 primary	MEX-5 binding	GLD-1 TGE inh	Fam108B counter	BCLXL inh
COc1ccc(C(C(=O)NC2CCCC2)N(C(=O)c2ccco2)c2ccccc2C(C)=O)cc1OC (configuration not stated)	0	3	-4	2	1	1.6	-4	2	2
CCN(CC)c1ccc2cc(C(N)=O)/c(=N\NC(=O)c3ccncc3)oc2c1	-1	-175	133*	1	-2	-2.9	-182	3	-76
CC(=O)N(CN1C(=O)c2ccccc2C1=O)c1ccc2c(c1)oc1ccccc12	-2	-1	0	3	1	-1.8	-3	-6	2
O=C(Nc1ccc2c(c1)CCC2)c1cccc(S(=O)(=O)Nc2ccccc2Cl)c1	-3	12	-5	-3	2	2.4	5	1	7
Cc1ccc(NC(=O)/C(=C/C=C/c2ccccc2)NC(=O)c2ccccc2)cc1	1	-2	-2	5	-6	1.4	2	-2	4
O=C1NC(=O)c2cc(Br)cc3cccc1c23	-5	8	-2	-2	5	1.2	-3	-3	7
CCCC(=O)N1CCN(c2ccc(NC(=O)c3sc4ccccc4c3Cl)cc2)CC1	-2	0	1	2	3	0.2	3	-4	-3
Cc1c(Cl)cnc(NC(=O)COC(=O)c2cccc(S(=O)(=O)N3c4ccccc4CC3C)c2)c1Cl (configuration not stated)	3	17	-4	1	6	6.4	0	-3	12
O=C(NCCc1ccccc1)c1ncn[nH]1	2	3	0	3	0	-0.9	2	-2	3
Cc1ccc(NC(=O)C2CCN(S(=O)(=O)c3cccc(C(F)(F)F)c3)CC2)nc1	-3	-1	-2	12	4	-0.4	3	5	1
Cc1ccc(C(=O)Nc2ccc3c(c2)CCC3)cc1	0	2	-3	3	-1	-2.1	-6	2	5
S=C(NCCC(c1ccccc1)c1ccccc1)Nc1ccc(Cl)cc1	-1	12	-4	-18	-74	0.0	7	-50	6
Cc1ccc(C)c(NC(=S)N(C)C)c1	9	4	-4	11	6	0.9	7	3	8
Cc1noc(C)c1CSCC(=O)N(C)CC(=O)Nc1cccc(F)c1	2	3	2	-3	8	-0.2	-4	0	4
CCN(CCCNC(=O)CC(C(=O)N1CCc2ccccc21)n1ccnc1)c1ccccc1 (configuration not stated)	-2	-2	1	7	-3	2.8	-6	1	0
CC(=O)N1CCN(Cc2nc3cc(NC(=O)c4cccs4)ccc3n2C)CC1	-5	-20	-2	-10	-8	-0.2	-9	-6	-13
CCc1ccc(-c2nc(CSCC(=O)NC3CC3)c(C)o2)cc1	3	8	2	-1	-2	-2.0	-7	0	3
Cn1c(=N)c(S(=O)(=O)c2ccc(F)cc2)cc2c(=O)n3ccccc3nc21	-2	4	-5	3	2	-1.3	-5	-5	13
COc1ccc(-c2noc(CCCC(=O)NC3CCCC3)n2)cc1	-7	-3	4	5	-6	-0.1	2	1	-4
CCCC(=O)C1=C(N2CCCC2)CC(C)(C)C(C(=O)OC)C1=O (configuration not stated)	-2	0	0	-4	7	0.8	6	4	2
CCC(Oc1ccc(C)cc1)C(=O)Nc1ccc(S(=O)(=O)Nc2nccs2)cc1 (configuration not stated)	-1	5	-2	-5	2	-16	1	1	7
COc1ccccc1Oc1ccnc2cc(Cl)ccc12	-3	2	-1	0	1	1.5	6	0	1
Cc1nn(Cc2c(Cl)cccc2Cl)c(Cl)c1/C=N/NC(=O)c1cccnc1	-5	-10	-3	3	2	-0.8	1	-1	0
CCCCOC(=O)CSc1nc2c(c(=O)[nH]c(=O)n2C)n1C/C=C(\C)Cl	-1	2	0	9	-8	-1.8	-1	-3	4
O=C(NCc1ccco1)c1ccc(CS(=O)(=O)Cc2ccc(F)cc2)o1	2	4	-5	8	4	1.8	2	-2	2
O=C(c1cnn2c(C(F)(F)F)cc(-c3ccc4c(c3)OCO4)nc12)N1CCCCC1	-2	3	-1	2	19	-1.4	5	0	2
Cc1ccsc1/C=N/NC(=O)Cc1ccc([N+](=O)[O-])cc1	-4	-9	-3	-5	-2	·	-5	-1	-7
O=[N+]([O-])c1ccc(NCCCO)c(S(=O)(=O)N2CCOCC2)c1	5	-4	0	2	5	1.0	4	-1	0
Cc1ccc2nc(NC(=O)CSCC(=O)OCC(=O)c3ccccc3)sc2c1	-3	-4	30*	0	-5	-1.0	-17	-7	2
COc1ccc(C(=O)N/C(=C\c2cccc3ccccc23)C(=O)N2CCN(C)CC2)cc1	1	3	·	·	3	·	-6	·	4
CC(=O)c1ccc(NC(=S)NNC(=O)c2ccncc2)cc1	3	-4	-6	3	-5	1.7	0	-1	4
NNc1nc2c(-c3ccc(F)cc3)nnn2c2ccccc12	-5	8	29*	-21	5	-8.4	-26	26*	16
CCOC(=O)C1CCCN(C(c2ccccn2)c2c(C)[nH]c3ccccc23)C1 (configuration not stated)	-4	-4	5	3	-3	-1.4	-2	1	0
Cc1ccc(-n2ncc3c2CC(C)(C)CC3NC(=O)C2CCOCC2)cc1 (configuration not stated)	-2	-4	-3	3	0	-2.0	11	-2	1
COc1ccc(CN2C(=O)CS/C2=N/N=C/c2ccccc2)cc1	-4	-14	-1	-1	-5	0.1	-3	-7	-16
COc1ccccc1-n1c(SCC(=O)O)nc2c(sc(=S)n2-c2ccc(C)c(C)c2)c1=O	2	7	-3	-9	20	2.9	-3	2	6
Cc1cc(=O)n2nc(N3CCCC(C(=O)NC4CCCCC4C)C3)sc2n1 (configuration not stated)	2	0	1	1	-2	1.9	4	0	-1
CCOc1ccc(NC(=O)n2ncc3c(C)cccc32)cc1	-3	3	3	-2	-3	-2.4	2	-1	6
COCCCNS(=O)(=O)c1ccc(C)cc1	3	-4	-1	-8	0	-0.5	-2	3	10
O=[N+]([O-])c1ccc(N2CCN(Cc3ccccc3)CC2)c(S(=O)(=O)N2CCOCC2)c1	1	2	1	9	0	-3.0	-3	6	5

Single values from the entries so far:
Value of COc1ccc(CN2C(=O)CS/C2=N/N=C/c2ccccc2)cc1 under MEX-5 binding: 0.1
Value of CC(=O)c1ccc(NC(=S)NNC(=O)c2ccncc2)cc1 under PME-1 primary: -5

(more compounds)
SMILES	PAD4 FP inh	MCL1 BIM primary	TPT1 inhibitor	GSTO1 counter	PME-1 primary	MEX-5 binding	GLD-1 TGE inh	Fam108B counter	BCLXL inh
Clc1ccc(CSc2nnnn2-c2ccc3c(c2)OCO3)c(Cl)c1	-2	-8	0	-2	4	2.7	-6	-6	2
CCC1C(=O)CC(c2ccc([N+](=O)[O-])cc2)NC1c1ccc([N+](=O)[O-])cc1 (configuration not stated)	8	1	-1	3	-5	-2.9	-2	3	0
O=C1NC2(CCCCC2)C(=O)N1CCS(=O)(=O)Oc1ccccc1	-3	-4	1	0	-8	-0.6	-6	0	-4
Oc1ccc(Cl)cc1/C=N/c1nc2ccccc2[nH]1	1	-4	0	5	1	·	-8	3	-4
O=C1CC(N2CCN(c3ccccc3)CC2)C(=O)N1c1ccc2c(c1)OCO2 (configuration not stated)	-1	8	-3	3	-3	-0.9	2	4	5
O=C(NCC1CCCO1)c1cc2n(n1)C(C(F)(F)F)CC(c1ccc(F)cc1)N2 (configuration not stated)	-2	3	-8	5	1	-0.5	-5	9	4
O=C1CC(N2CCC(O)CC2)C(=O)N1c1ccc(Br)cc1 (configuration not stated)	2	0	-4	5	-6	2.6	0	3	0
Cn1c(SCc2ccccc2)nnc1-c1c[nH]c2ccccc12	-2	2	-1	6	-3	-2.9	3	4	0
O=C(COC(=O)Cc1ccc(Br)cc1)Nc1c(F)c(F)c(F)c(F)c1F	5	-3	5	11	-10	0.7	5	-4	-2
Cc1cccc(C)c1OCC(=O)Nc1ccc2c(c1)OCCO2	2	-11	-1	-1	6	-4.5	6	1	3
COc1ccccc1OCC(=O)N1CCN(C(=O)COc2ccccc2OC)CC1	-1	5	0	7	1	-1.6	2	3	7
Cc1ccc(N(C(=O)c2csnn2)C(C(=O)NC2CCCCC2)c2ccco2)cc1 (configuration not stated)	-1	6	1	-5	2	-0.2	-7	3	1
Cc1cccc(C(=O)Oc2ccc(/C=N/NC(=O)Cc3ccc([N+](=O)[O-])cc3)cc2)c1	-1	-1	-1	-3	3	-1.1	-6	-1	3
Cc1ccc(C(=O)N2CCN(c3ccc(NC(=S)NC(=O)Cc4ccccc4)cc3)CC2)cc1	-1	-4	-1	-3	2	-0.2	8	0	-4
Cc1ccc(OC(=O)c2ccc(Cl)c([N+](=O)[O-])c2)cn1	-6	5	-6	-8	0	-1.3	1	-1	3
O=C(CN1CCc2cc3c(cc2C1)OCCCO3)Nc1ccc(S(=O)(=O)N2CCCC2)cc1	-2	2	1	-2	8	0.9	-5	3	3
CCCCn1ccnc1C(=O)c1cccc(S(=O)(=O)N2CC(C)CC(C)C2)c1 (configuration not stated)	-1	9	0	3	3	0.3	6	-1	3
Cc1nnsc1S(=O)(=O)Cc1ccccc1C(F)(F)F	2	2	0	2	4	-0.2	5	0	0
CCc1c(-c2ccccc2)nc(N)c(C#N)c1-c1cccs1	2	12	-1	-3	0	-2.1	12	3	6
COc1ccc(NC(=O)NC(C(F)(F)F)C(F)(F)F)cc1	15*	-5	1	4	-1	1.2	-4	7	0
COc1ccc(S(=O)(=O)NNC(N)=S)cc1	-3	5	0	-1	-3	2.1	7	-2	-1
O=C(Nc1nnc(SCCC2OCCO2)s1)C1CC(=O)N(c2ccccc2)C1 (configuration not stated)	-2	6	0	8	0	0.0	9	4	3
O=C(c1ccco1)N1CCN(Cc2nc(Cc3ccccc3)no2)CC1	-2	4	0	10	3	1.6	11	1	3
Cc1ccc(C2SCC(C(=O)O)N2C(=O)c2ccc(F)cc2)cc1 (configuration not stated)	-3	-8	0	4	2	3.2	3	-6	2
Cc1nc(-c2ccc(S(=O)(=O)Nc3ccc(Br)cc3Cl)s2)cs1	-7	4	-3	17	5	-1.6	2	-3	6
Cc1csc(NC(=O)C2CCCN2C(=O)Oc2ccccc2)n1 (configuration not stated)	-6	-4	-4	-7	-4	-1.6	10	-1	2
Cc1nn2cnc3sc4c(c3c2nc1=O)CCCC4	2	10	6	4	0	3.3	-7	5	4
COc1ccc2oc(C(=O)OCC(=O)Nc3cccc(S(=O)(=O)N4CCOCC4)c3)c(C)c2c1	2	-16	2	-14	-22	3.1	-8	-11	-13
O=C(COc1ccccc1)Nc1nc(-c2cccs2)cs1	-1	-5	0	-14	-12	1.0	2	-5	0
CCOc1cc(/C=C2\SC(=S)N(NS(=O)(=O)c3ccc(C)cc3)C2=O)ccc1O	-41	5	18	-95	-128	32	-20	-82	6
Cc1ccc(C(=O)N/N=C/c2sc(=O)n(Cc3cccc(C(=O)O)c3)c2Cl)cc1	-1	6	-2	40*	23	-2.7	8	2	13
